Compound activity (PubChem)
HepG2 viability – counter-screen for TGF-b inhibitors: cytotoxicity in HepG2 cells; HepG2 CAGA-GFP viability, ATP luminescence, 18 h; Potency, µM (highest dose often 46.1 µM), without a hit: at the highest dose activity change, negative = cytotoxicity, hits mostly cytotoxic; 0.76% of 410,000 active; note: potency is the fitted concentration of half-maximal effect; some results filed as inactive show a strong effect at the top dose
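CellTiter-Glo luminescence gave cytotoxicity after 18 hours at 37 degrees C. The cells were HepG2 CAGA-GFP in 1% FBS DMEM, stimulated with 500 pg/mL TGF-beta after compound addition. %Activity was normalised to no-cell wells (complete cell-killing) and DMSO (no toxicity), and curves were fitted and classified.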
A549 viability – counter-screen for Nrf2 inhibitors: cytotoxicity in A549 cells; A549 ARE-Fluc cells, CellTiter-Fluor viability, 18-24 h; Potency, µM (highest dose often 46 µM), without a hit: at the top dose activity change, negative = cytotoxicity, most hits filed as inhibitors; 0.16% of 390,000 active; AID 504648; note: potency is the fitted concentration of half-maximal effect; % is set by controls: 0 for no effect and ±100 for the full control effect
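A549 ARE-Fluc cells in 5% FBS OPTI-MEM, 5000 cells/well, rested 2 h then exposed to compounds in concentration-response for 18-24 h at 37 °C. Viability by CellTiter-Fluor fluorescence (Ex 405/Em 525) after 30 min; luciferase luminescence (BugLite, 15 min, RT) read afterwards.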
CCT chaperon mod – changes cytosolic chaperonin activity; purified chaperonin ATPase assay, HTRF ADP detection, 30 min; activity change, % (concentration not given with the values), hits read low; 0.3% of 360,000 active; AID 651819; in the data active = activity change below about -30%; note: % is set by controls: 0 for no effect and ±100 for the full control effect
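Enzyme 40 or 20 nM (batch-dependent) in Tris pH 7.4/KCl/MgCl2/DTT; cpd 76 uM single point; ATP 10 uM; 30 min 37 °C; Transcreener ADP HTRF detection, 30 min RT; ratio 665/615.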
S2 tox – viability counter-screen for ATXN expression inhibitors; S2 cells (HEK-293 line with an ATXN2-luciferase reporter) viability, CellTiter-Fluor protease fluorescence, 24 h; Potency, µM (top dose mostly 56.7 µM), hits mostly cytotoxic; 0.49% of 400,000 active; AID 651635; note: potency is the fitted concentration of half-maximal effect; nearly all actives have a fitted effect of over 40% in size
Mm-Cpn inhibitor – M. maripaludis TRiC chaperonin inhibition; Potency, µM (doses to about 76.9 µM), for the others: top-dose activity, negative = inhibition, actives largely listed as inhibitors; purified Mm-Cpn ATPase, ADP Transcreener TR-FRET; 0.031% of 330,000 active; note: potency is the fitted concentration of half-maximal effect; % is set by controls: 0 for no effect and ±100 for the full control effect; nearly all actives have a fitted effect of over 80% in size
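Quantitative HTS used 25 nM Mm-CPN and 10 uM ATP in magnesium/KCl Tris buffer, pH 7.4, with 1 mM DTT. Hydrolysis ran 30 min at 37°C; ADP was read by HTRF.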
Nrf2 inh – blocks Nrf2 signaling; Potency, µM (doses to about 46 µM), for inactives: top-dose activity change, negative = inhibition, most hits filed as inhibitors; AID 504444; A549 ARE-Fluc reporter, luciferase luminescence, 18-24 h; 2.1% of 360,000 active; note: potency is the fitted concentration of half-maximal effect; % is set by controls: 0 for no effect and ±100 for the full control effect; nearly all actives have a fitted effect of over 60% in size
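A549 ARE_Fluc cells, 5000/well, 5% FBS OPTI-MEM; compounds in dose-response, 18-24 h at 37 °C/5% CO2; CellTiter-Fluor viability read (Ex 405/Em 525), then BugLite luciferase luminescence = Nrf2 activity.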
pAkt inh – inhibitors of Akt phosphorylation; 0.32% of 360,000 active; activity change, % for hits at 50 µM; Neuro2A IGF-stimulated pAkt S473 HTRF, 20 min; stronger effect = lower value; in the data active = activity change below about -80%; inconclusive = mostly about -51% to -80%; note: % is set by controls: 0 for no effect and ±100 for the full control effect
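Single-point screen (50 µM final compound) in Neuro2A cells stimulated 20 min with 6 nM IGF at 37 deg C. After lysis, Ser473-phosphorylated Akt read by HTRF (ex 330 nm, em 615/665 nm) as the 665/615 ratio.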
TGFb inhibitor – TGF-b pathway inhibition | 1.2% of 410,000 active | Potency, µM (top dose mostly 46.1 µM), for inactives: at the highest dose activity, negative = inhibition, usual class: inhibitors | HepG2 CAGA-GFP TGF-b/SMAD3 reporter, GFP fluorescence, 18 h; TGF-beta stimulated, 500 pg/mL final; note: potency is the fitted concentration of half-maximal effect; % is set by controls: 0 for no effect and ±100 for the full control effect; nearly all actives have a fitted effect of over 65% in size
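Per well, imaged GFP fluorescence of HEPG2 CAGA-GFP cells gives the signal; cells get compound, then TGF-beta (500 pg/mL final), 18 h at 37 degrees C; %Activity versus -TGF-beta and +DMSO controls.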
Nrf2 ARE act – Nrf2 pathway activation; AREc32 ARE-luciferase reporter (MCF7-derived line), luminescence, 24 h; Potency, µM (doses to about 46.1 µM), for the others: at the top dose activation, actives largely listed as activators; 0.31% of 410,000 active; note: potency is the fitted concentration of half-maximal effect; % of control where 0% means no effect; nearly all actives have a fitted effect of over 65% in size
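ARE-driven firefly luciferase activity in AREc32 cells measured after a 24 hr compound exposure at 37 deg C, using Steady-Glo reagent and a 30 min room-temperature hold.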
Numbers without * were called inactive; i = inactive; ? = inconclusive; / = no result given; & = joins results of further samples; [ ] = dose if it differs, or a comment. Unless noted, calls come from the whole dose curve; as a rule, active = well fitted curve in the direction sought with a large enough effect; inconclusive = small, poorly fitted or top-dose-only effect, or another doubt; inactive = no such curve, though single readings can be large; an effect the other way counts as inactive or inconclusive.

SMILES	HepG2 viability	A549 viability	CCT chaperon mod	S2 tox	Mm-Cpn inhibitor	Nrf2 inh	pAkt inh	TGFb inhibitor	Nrf2 ARE act
COc1ccc(C(=O)NCCCCCC(=O)O)cc1OC	-2%	-2%	-2.2	i	/	14%	i	17%	0.5%
CC(C)(C)CC(=O)NCCCN1CCOCC1	-18%	0%	-1.8	?	-3%	11%	i	-10%	0.1%
CC(=O)c1ccc(NC(=O)c2cccc(NC(=O)c3ccccc3)c2)cc1	8%	-8%	1.1	i	-1%	5%	i	-22%	1.1%
O=C(NCc1ccc(F)cc1F)[C@@H]1CCCN1C(=O)[C@@H]1CCCN1C(=O)c1ccc(Cl)cc1	/	/	0.5	?	/	/	i	/	0.1%
O=S(NCc1ccco1)C12CC3CC(CC(C3)C1)C2 (stereo unspecified)	-38%	-5%	-5.8	i	-1%	-12%	i	-13%	0.3%
Cc1ccnc(NC(=O)CCc2c[nH]c3ccccc23)c1	3%	9%	-2.3	i	-2%	17%	i	-7%	1.8%
CC(C)c1cnc2c(c1SCC(=O)Nc1cccc([N+](=O)[O-])c1)c(=O)n(C)c(=O)n2C	-3%	2%	/	/	/	/	/	?	12%
CCc1ccc(NS(=O)(=O)c2cc(OC)ccc2OC)cc1	-1%	-7%	-1.6	i	1%	-23%	i	-10%	0.1%
C[C@@H]1CCCCO[C@H](CN(C)C(=O)C2CCCCC2)[C@@H](C)CN([C@H](C)CO)C(=O)c2cc(N(C)C)ccc2O1	0%	/	-1.5	i	/	/	i	-1%	-0.3%
COc1ccc(NC(=O)C2CCN(c3ccc(Sc4ccc(C)cc4)nn3)CC2)c(OC)c1	-6%	-3%	/	i	/	-15%	/	0%	0.0%
O=C(CNC(=S)N(Cc1ccccc1)Cc1cccnc1)N1CCOCC1	1%	-15%	0.8	i	0%	-4%	i	-9%	-0.1%
CC(=O)NS(=O)(=O)c1ccc(NC(=O)CSc2ccc(Cl)cc2)cc1	-2%	2%	0.8	i	-1%	-3%	i	-1%	-0.2%
Cc1cccc(C)c1NC(=S)NCCCN1CCCC1=O	-11%	7%	0.5	i	1%	8%	i	-3%	2.3%[9.22 µM]
Cc1cccc(/N=C2/NC(=O)C(Cc3ccccc3)S2)n1 (stereo unspecified)	-8%	11%	-6.5	i	1%	-1%	i	-28%	13%
O=C(NCc1ccccc1)c1sc(=S)n2c1[nH]c(=O)c1ccccc12	-41%	/	-0.8	i	0%	-13%	i	?	-0.3%
Cc1ccc(S(=O)(=O)N2CCOCC2)cc1C(=O)Nc1nc(-c2ccccn2)cs1	-5%	-12%	0.2	?	1%	9.2µM*	i	?	1.4%
Cc1cccc(OCC(=O)Nc2nnc(S(=O)(=O)N3CCc4ccccc43)s2)c1	-37%	-6%	/	/	/	-23%	/	?	-0.6%
CCC(=O)[C@@]1(C)[C@H](C)C[C@H]2[C@@H]3CCC4=CC(=O)C=C[C@]4(C)[C@H]3[C@@H](O)C[C@@]21C	-1%	-9%	-1.3	i	2%	0.016µM*	i	36%	-1.1%
CN(NS(=O)(=O)c1ccccc1)C(=O)c1ccccc1	3%	-5%	-1.9	?	/	3%	i	-3%	-0.5%
C=CCNc1nc(Nc2cc(Cl)ccc2OC)nc(OC)n1	-6%	2%	0.3	i	-2%	-1%	i	-1%	1.8%
O=C(Nc1ccc(C(=O)N2CCN(c3ccc(Cl)cc3)CC2)cc1)c1nsc2ccccc12	-23%	12%	/	i	/	/	/	5%	-3.3%
CCCNC(=O)c1ccccc1NC(=O)CSCc1ccc(OC)cc1	-8%	1%	-0.2	i	1%	11%	i	-6%	0.2%
CCOC(=O)c1[nH]c2c(c1C)C(=O)CC(c1ccc(F)cc1)C2 (stereo unspecified)	2%	0%	1.1	?	-2%	9%	i	-3%	-1.3%
Cc1noc(NS(=O)(=O)c2ccc(NC(=O)c3ccc(F)cc3)cc2)c1C	5%	-1%	-1.4	i	1%	3%	i	2%	-0.4%
COCCn1c(SCC(=O)NCc2ccc(F)cc2)nc2ccccc21	-1%	4%	1.0	i	0%	-7%	i	12%	-0.8%
Cc1ccc(C2C(C#N)=C(N)Oc3n[nH]c(-c4ccccc4)c32)o1 (stereo unspecified)	3%	-2%	-1.1	i	1%	11%	i	-4%	?
O=C(Nc1ccc(C(F)(F)F)cc1)C(Cc1ccccc1)n1cccc1 (stereo unspecified)	-73%	?	/	/	/	?	/	?	-1.9%
Cc1nn(-c2ccccc2)c2[nH]c(=O)c(CNCCN3CCOCC3)cc12	-32%	-5%	-0.4	i	-1%	8%	i	7%	-0.1%
O=C(COC(=O)Cc1ccsc1)NCc1ccccc1	-5%	7%	-0.7	i	0%	11%	i	9%	0.0%
COCCn1c(SCC(=O)Nc2cc(C)on2)nc2cc(Cl)ccc2c1=O	3%	0%	-3.0	i	-1%	-8%	i	?	0.1%
S=c1[nH]ncn1/N=C/c1ccccn1	-29%	/	-4.6	i	1%	-1%	i	-3%	-0.8%
O=C(Cn1cnc2ccccc21)N/N=C/c1ccccc1	-14%	4%	-3.0	i	0%	1%	i	-10%	-0.9%
O=C(CN1CCOCC1)Nc1ccccc1	-19%	17%	0.5	i	-1%	?	i	-3%	-0.1%
Cc1ccc(S(=O)(=O)Cc2csc(N)n2)cc1	5%	16%	-0.8	i	3%	6%	i	-1%	0.4%
CCOc1ccc2oc(=O)cc(CN3CCN(c4ccc(OC)cc4)CC3)c2c1	-44%	2%	/	/	/	-16%	/	-22%	-0.4%
COc1ccccc1CNC(=O)CCCn1c(=O)c2ccccc2n(CC(=O)NC2CCCC2)c1=O	9%	0%	-2.0	?	-3%	/	i	29%	0.0%
N#Cc1ccc(C(=O)OCC(=O)NC2CCCC2)cc1	-19%	18%	1.1	i	0%	-17%	i	17%	0.0%
CC1CCC(NC(=O)CNC(=O)c2ccc3ccccc3c2)CC1 (stereo unspecified)	3%	-8%	-0.2	i	0%	?	i	-19%	0.0%
O=C(CCCC(=O)OCC(Cl)=C(Cl)Cl)Nc1ccc(F)cc1	-4%	1%	2.1	i	2%	3%	i	1%	-0.1%
O=C(Cc1ccccc1)c1ccccc1C(=O)N1CCCCC1	3%	-3%	-1.6	i	1%	1%	i	-1%	3.7%
CC(=O)N1c2ccc(S(=O)(=O)N3CCCC(C(=O)Nc4cccc(Cl)c4)C3)cc2CC1C (stereo unspecified)	-1%	-19%	0.5	i	0%	6.5µM*	i	-9%	-0.2%
N#CCC(=O)Nc1ccc(C(=O)OCC(=O)NCc2ccc3c(c2)OCO3)cc1	-5%	1%	-0.5	i	-20%	5%	i	6%	-0.2%
COc1ccc(-c2nc(CSCC(=O)N3CCc4ccccc43)c(C)o2)cc1OC	-19%	/	-3.1	i	1%	11%	i	-5%	0.4%
Cc1ccc(N(CC(=O)NC(C)c2ccccc2)S(=O)(=O)c2c(C)noc2C)cc1 (stereo unspecified)	-26%&-17%	4%&14%	1.3	i	2%	3%&-16%	i	?	-0.7%&-0.9%
CCN(CC)C(=O)Cn1cnc2sc(C(=O)N3CCN(c4ccc(F)cc4)CC3)c(C)c2c1=O	-4%	-2%	0.5	i	1%	0%	i	-17%	0.1%
C/C(=N\NC(=O)c1ccc(C)cc1C)c1ccc2c(c1)Nc1ccccc1S2	-21%	-20%	3.0	i	-6%	?	i	0%	6.4%
O=C1Nc2c(c(=O)[nH]c(=O)n2-c2ccccc2)C1(NS(=O)(=O)c1ccc(Cl)cc1)C(F)(F)F (stereo unspecified)	7%	6%	/	i	/	16%	/	1%	-0.3%
Cc1cc(OC(C)C(=O)N(Cc2ccco2)C2CCS(=O)(=O)C2)cc(C)c1Cl (stereo unspecified)	-32%	8%	-0.5	i	-2%	4%	i	-18%	-1.6%
CC(C)[C@H](NC(=O)c1ccco1)C(=O)OCC(=O)c1ccc(Br)s1	0%	2%	0.4	i	?	24%	i	?	0.1%
Cn1cc(C(=O)c2ccc(Cl)cc2Cl)cc1C(=O)O	3%	6%	1.5	i	?	-4%	i	0%	-0.6%
(more compounds)
SMILES	HepG2 viability	A549 viability	CCT chaperon mod	S2 tox	Mm-Cpn inhibitor	Nrf2 inh	pAkt inh	TGFb inhibitor	Nrf2 ARE act
CC1CC(C)CN(C(=O)C(C)N2CCN(S(=O)(=O)c3ccc(Br)s3)CC2)C1 (stereo unspecified)	-1%	-1%	-1.0	i	0%	?	i	?	4.7%
CC1CCCC(C)N1C(=O)CSc1nnc(-c2ccco2)n1C (stereo unspecified)	-8%	0%	1.2	i	-4%	-9%	i	-1%	2.3%
Cc1ccc(NC(=S)C2=C(O)c3ccccc3N(C)S2(=O)=O)cc1	1%	-19%	-1.1	i	2%	?	i	-2%	-0.4%
COc1ccc(CCNC(=O)Cn2c(=O)n(-c3ccc(OC)c(OC)c3)c(=O)c3ccccc32)cc1OC	16%	-22%	/	i	/	-5%	/	-11%	0.0%
COc1cccc(Cn2cccc(NC(=O)Nc3ccccc3C)c2=O)c1	-39%	-4%	1.9	/	2%	?	i	0%	9.0%
O=C(NCC(=O)N(CC1CCCO1)C(C(=O)NC1CCCCC1)c1ccc(F)cc1)c1ccco1 (stereo unspecified)	-14%	-12%	1.3	i	-2%	-4%	i	0%	2.2%

In another format: two of the compounds above
COc1cccc(Cn2cccc(NC(=O)Nc3ccccc3C)c2=O)c1
  HepG2 viability: -39%
  A549 viability: -4%
  CCT chaperon mod: 1.9
  S2 tox: /
  Mm-Cpn inhibitor: 2%
  Nrf2 inh: ?
  pAkt inh: i
  TGFb inhibitor: 0%
  Nrf2 ARE act: 9.0%

O=C(NCC(=O)N(CC1CCCO1)C(C(=O)NC1CCCCC1)c1ccc(F)cc1)c1ccco1 (stereo unspecified)
  HepG2 viability: -14%
  A549 viability: -12%
  CCT chaperon mod: 1.3
  S2 tox: i
  Mm-Cpn inhibitor: -2%
  Nrf2 inh: -4%
  pAkt inh: i
  TGFb inhibitor: 0%
  Nrf2 ARE act: 2.2%
